High-throughput results as filed in PubChem.
MC4R ag barr = agonists of human melanocortin 4 receptor (MC4R) beta-arrestin. activation, % at 8.9 µM. 0.98% of 360,000 active. U2OS MC4R beta-arrestin complementation, luminescence; percent of melanotan II response, DMSO zero;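 active = activation above a per-plate cutoff, the mean activation of sample wells on that plate plus 3 SD, cut at about 8% in these data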
ABHD5 PLIN5 PPI = blocks binding of human ABHD5 to perilipin-5. 0.78% of 360,000 active. Split G. princeps luciferase complementation, luminescence, 4 h. inhibition, % at 4 µM;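 active = inhibition above the mean inhibition across every tested compound plus 3 SD, cut at about 22% in these data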;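 note: 0% = DMSO only wells and the 100% control is not disclosed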
Granule exo inh = blocks lytic granule exocytosis; 0.66% of 360,000 active; inhibition, % at 10 µM; TALL-104 LAMP-1 surface exposure, flow cytometry; cells stimulated with thapsigargin and PMA; AID 651702;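 active = inhibition above about 55%, limit read from the data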
ABCB6 inh 2 = blocks the human ABCB6 transporter; Q9NP58; K562-ABCB6 porphyrin accumulation, flow cytometry, 1 h; stronger effect = lower value; fluorescence ratio to DMSO, % at 10 µM; 0.19% of 360,000 active; AID 602162;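 active = fluorescence ratio to DMSO below 75%, the collection mean minus 3 SD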;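 note: signal is porphyrin accumulated inside mitochondria; 100% equals median channel fluorescence of DMSO control wells; lower ratio means ABCB6 inhibition with less porphyrin fluorescence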
Target sequence (Q9NP58 whole entry, looked up): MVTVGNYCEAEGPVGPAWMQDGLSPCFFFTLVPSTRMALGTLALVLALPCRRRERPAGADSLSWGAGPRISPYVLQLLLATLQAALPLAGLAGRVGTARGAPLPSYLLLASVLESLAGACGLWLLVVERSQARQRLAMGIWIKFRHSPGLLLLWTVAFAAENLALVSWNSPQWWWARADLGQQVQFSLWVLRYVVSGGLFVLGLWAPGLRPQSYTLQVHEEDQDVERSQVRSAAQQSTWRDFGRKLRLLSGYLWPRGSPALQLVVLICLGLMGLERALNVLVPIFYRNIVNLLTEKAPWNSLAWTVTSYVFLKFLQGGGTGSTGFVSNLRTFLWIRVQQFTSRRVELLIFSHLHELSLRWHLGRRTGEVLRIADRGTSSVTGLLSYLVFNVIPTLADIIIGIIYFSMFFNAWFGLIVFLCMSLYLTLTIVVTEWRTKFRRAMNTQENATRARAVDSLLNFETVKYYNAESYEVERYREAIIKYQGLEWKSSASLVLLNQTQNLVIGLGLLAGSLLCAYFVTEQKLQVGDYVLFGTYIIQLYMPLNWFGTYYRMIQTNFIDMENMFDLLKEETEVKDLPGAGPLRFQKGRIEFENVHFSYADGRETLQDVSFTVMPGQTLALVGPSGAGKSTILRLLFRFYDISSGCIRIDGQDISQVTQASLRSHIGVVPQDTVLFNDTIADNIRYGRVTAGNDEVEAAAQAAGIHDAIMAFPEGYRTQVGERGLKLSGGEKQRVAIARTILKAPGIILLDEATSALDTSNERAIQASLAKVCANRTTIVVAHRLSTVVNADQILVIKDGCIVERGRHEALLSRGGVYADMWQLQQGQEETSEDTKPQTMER
MC4R antagonist = human MC4R antagonism in cAMP assay; P32245; MC4R-expressing cells, MTII-stimulated cAMP, LANCE TR-FRET; inhibition, % at 6.5 µM; 0.48% of 360,000 active;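 active = inhibition above its plate's cutoff, the mean of tested wells on that plate plus 3 SD, cut at about 29% in these data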;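 note: 0% = Melanotan II alone and 100% = Melanotan II plus saturating MCL0020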
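Assay system: U2OS cells stably expressing human melanocortin 4 receptor (MC4R) / Dosing: 6.5 µM / Timing: compound 30 min, challenge 1 h, detection 1 h / Measured by: Eu-cAMP/anti-cAMP TR-FRET, emission 671 nm / Replicates: singlicate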
iPSC survival up = enhancers of human iPSC single-cell survival | hiPSC single-cell survival, ATPlite luminescence; 100% = ROCK inhibitor wells, 0% = DMSO | survival enhancement, % at 20 µM | 0.044% of 360,000 active; in the data active = survival enhancement above about 18%;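 note: cells exposed to compounds for 16 hours before the ATP read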
aDG glyco act = alpha-DG glycosylation activation; Pro5-aDG cells, alpha-DG glycosylation AlphaScreen (IIH6); 0% Pro5, 100% B10-LARGE cell signal; AID 624168; activation, % at 10 µM; 0.22% of 360,000 active;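 active = activation of at least 8% versus controls, or a plate z-score of at least 8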;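 note: Pro5 are CHO cells carrying HIG-tagged alpha-DG that lacks glycosylation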
Glyco luc inh = blocks N-linked glycosylation in D54 reporter cells; 0.23% of 360,000 active; D54 ERlucT glycosylation luciferase reporter, 24 h; percent of 100 nM tunicamycin response; reporter increase, % at 12.5 µM; AID 588692;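 active = mean luciferase reporter signal, scaled so untreated is 0 and the glycosylation-blocking control 100, at or above a set limit in every replicate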;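 note: luciferase carries N-glycosylation sites so blocking glycosylation raises the light; 0% = median of neutral control wells and 100% = median of 100 nM tunicamycin wells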
m5-HT2A agonist = agonists of mouse serotonin 5-HT2A receptor (HTR2A) | CHO-K1 mHTR2A beta-arrestin complementation, luminescence; percent of 30 µM serotonin response | P35363 | 0.66% of 360,000 active | activation, % at 7.6 µM;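 active = activation above a run cutoff, the mean activation of all tested compounds plus 3 SD, cut at about 14% in these data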;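 note: 0% = plate median of compound wells and 100% = 30 µM serotonin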
Cardio protect = myocardial damage modulation in H9c2 cells. H9c2 cardiomyocytes, H2O2 injury protection, ATPLite, 2 h. protection from H2O2 cell death, % at 20 µM. 0.63% of 360,000 active;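 active = compounds giving at least 50% protection of heart cells from peroxide-induced death in the single-dose screen, raw or plate-pattern-corrected value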;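 note: 0% = DMSO wells with peroxide and 100% = DMSO wells without peroxide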
* = called active by the depositor; nt = no result given.

SMILES	MC4R ag barr	ABHD5 PLIN5 PPI	Granule exo inh	ABCB6 inh 2	MC4R antagonist	iPSC survival up	aDG glyco act	Glyco luc inh	m5-HT2A agonist	Cardio protect
NC(=O)N/N=C/c1ccc(-c2ccc([N+](=O)[O-])cc2)o1	-1.4	5.7	-0.6	101.0	-24.9	0.9	-0.2	6.1	-5.6	4.7
Cc1noc(C)c1S(=O)(=O)N1CCCC(C(=O)NC2CCCCC2)C1 (stereo not drawn)	-0.5	-2.4	-2.5	103.0	2.5	-0.8	0.0	3.4	-0.3	7.0
COc1ccc(NC(=O)C(=O)NCC(=O)Nc2cc(OC)ccc2OC)cc1	1.4	-3.7	23.1	103.0	3.1	2.4	-0.2	0.8	-4.2	-1.7
COc1cccc(C(NC(C)=O)c2nc(-c3ccc(OC)nc3)cs2)c1 (stereo not drawn)	-0.8	-4.2	-2.1	94.0	1.1	1.7	0.0	8.1	-3.1	1.2
Cc1ccc2c(c1)c1nnc(SCC(=O)NC3CC3)nc1n2C	-1.2	-6.6	-6.3	89.0	4.8	-0.6	-0.1	2.9	2.3	2.3
C=CCn1c2ccccc2c2nnc(SCCCn3c(=O)[nH]c4ccccc43)nc21	-0.4	5.9	66.7*	82.0	-30.1	-0.1	0.1	-2.4	17.2*	-13.1
COC(=O)C(C)Sc1ccc2nnc(CCNS(=O)(=O)c3ccccc3)n2n1 (stereo not drawn)	-0.8	-1.8	-1.3	99.0	3.1	-1.6	-0.3	0.4	-1.0	4.2
C=CCn1c(SCC(=O)Nc2ccc(O)cc2)nc2sc(C)c(C)c2c1=O	-0.3	0.8	-4.6	100.0	10.1	-3.3	0.0	-1.1	0.0	-1.5
CCCC(C)c1nnc(NC(=O)c2cc(C(=O)OC)cc([N+](=O)[O-])c2)s1 (stereo not drawn)	-1.7	-7.4	-0.5	91.0	12.1	0.9	-0.1	2.3	0.1	-10.2
COCCNC(=O)c1cnn2c(C(F)F)cc(-c3ccccc3)nc12	-1.6	6.8	12.7	87.0	-5.6	0.1	0.2	0.1	6.8	16.1
Cc1cc(/C=N/n2cnnc2)c(C)n1-c1ccc(Cl)cc1Cl	-2.5	-3.5	-2.4	97.0	-22.1	0.8	0.6	2.5	-2.6	6.1
CCC(CO)Oc1cc(NC(=O)c2ccc(OC)cc2)c2ncn(C(C)C)c2c1 (stereo not drawn)	-0.1	-15.9	-1.9	103.0	0.0	2.4	-0.3	-1.5	2.7	6.3
O=C(NCc1ccccc1)c1cc(C2CCCCN2C(=O)c2ccccc2)on1 (stereo not drawn)	-1.3	-6.1	-1.0	101.0	6.3	5.3	0.5	-1.1	0.6	-3.7
O=C(c1cccc([N+](=O)[O-])c1)N1CCN(C/C=C/c2ccccc2)CC1	-1.9	-10.0	-0.5	93.0	-6.0	-0.3	0.3	0.8	-9.7	6.8
CCCn1c(=O)c2ccccc2n2c(SCC(=O)c3ccc(CC)cc3)nnc12	-0.7	1.8	-3.1	95.0	3.4	-1.9	0.6	1.3	-1.1	-7.3
COc1cc(CN2CCNC(=O)C2CC(=O)N(C)CCCN2CCOCC2)cc(OC)c1 (stereo not drawn)	-1.0	-1.6	2.5	101.0	6.8	-0.1	0.4	1.5	9.6	1.7
CC(C)(C)CC(=O)Nc1ccc(Nc2ccccc2)cc1	0.6	-2.4	-1.2	102.0	-10.4	-0.4	0.6	1.4	-2.7	-3.5
Cc1nc2ccc(N)cc2c(=O)n1Cc1ccc(Cl)cc1	1.8	2.9	-1.4	75.0	-2.4	4.2	-0.2	0.7	4.7	8.1
COc1ccc(C2(C(=O)Nc3ccc(C(=O)N4CCOCC4)cc3)CCOCC2)cc1	-0.2	-1.9	0.2	91.0	4.0	1.8	0.0	0.6	2.6	10.6
CCCCNC(=O)C1CC(c2ccc(C(F)(F)F)cc2)=NO1 (stereo not drawn)	1.1	4.4	-5.7	99.0	13.9	0.1	-0.2	1.3	4.3	-13.5
CC(C)(C)[C@@H]1C=C(C(=O)O)[C@H](c2ccc(Cl)cc2)N1S(=O)(=O)c1ccccc1	0.1	3.9	-0.1	105.0	-0.3	-1.5	0.1	2.7	11.3	-2.6
CC(C)(C)c1ccc(-n2ncc3c2CCCC3NC(=O)CN2CCOC2=O)cc1 (stereo not drawn)	-2.9	-0.8	38.4	94.0	-7.4	-0.5	2.1	0.8	0.2	-13.0
COc1cc(S(=O)(=O)N2CCCCCC2)ccc1-n1cnnn1	-1.4	-5.6	2.1	93.0	1.5	-0.5	-0.4	0.6	-4.5	-3.4
CCC(C(=O)N/N=C(\C)c1cccnc1)c1ccccc1 (stereo not drawn)	-1.1	-3.2	-0.1	100.0	0.2	-0.2	-0.3	0.8	-0.8	7.8
CN(C(=O)c1ccccc1C(=O)OCC(=O)NCc1cccs1)C1CCCCC1	-1.1	9.8	-1.3	93.0	-2.5	0.9	-0.4	-0.2	7.1	-4.8
COc1ccc(Cc2nc3ccc(C(=O)NCCSC)cc3o2)cc1	-1.4	0.2	-8.0	99.0	4.3	-0.7	-0.1	0.0	-4.5	3.8
COc1ccc(S(=O)(=O)N2CCCOC2CNC(=O)C(=O)NCCc2ccco2)cc1C (stereo not drawn)	-1.7	4.8	6.7	101.0	0.1	-0.2	-0.2	18.4	1.6	3.8
COc1ccccc1NC(=O)C1CCCN(C(=O)NCc2ccccc2)C1 (stereo not drawn)	-1.7	3.0	28.7	102.0	13.9	-0.5	0.1	1.7	3.7	0.4
N#CCCN(C(=O)Nc1ccccc1)C1CCCCC1	0.2	5.1	3.4	91.0	6.9	0.1	-0.1	1.6	-3.4	-0.6
O=C(COc1ccc(Br)cc1)Nc1ccc(NC(=O)c2ccccc2)cc1	-0.8	-0.3	-15.9	106.0	17.7	0.4	0.3	-2.8	5.7	1.8

Pulled by structure from above:
SMILES	MC4R ag barr	ABHD5 PLIN5 PPI	Granule exo inh	ABCB6 inh 2	MC4R antagonist	iPSC survival up	aDG glyco act	Glyco luc inh	m5-HT2A agonist	Cardio protect
CCCC(C)c1nnc(NC(=O)c2cc(C(=O)OC)cc([N+](=O)[O-])c2)s1 (stereo not drawn)	-1.7	-7.4	-0.5	91.0	12.1	0.9	-0.1	2.3	0.1	-10.2
COc1cc(CN2CCNC(=O)C2CC(=O)N(C)CCCN2CCOCC2)cc(OC)c1 (stereo not drawn)	-1.0	-1.6	2.5	101.0	6.8	-0.1	0.4	1.5	9.6	1.7
COc1cccc(C(NC(C)=O)c2nc(-c3ccc(OC)nc3)cs2)c1 (stereo not drawn)	-0.8	-4.2	-2.1	94.0	1.1	1.7	0.0	8.1	-3.1	1.2
Cc1ccc2c(c1)c1nnc(SCC(=O)NC3CC3)nc1n2C	-1.2	-6.6	-6.3	89.0	4.8	-0.6	-0.1	2.9	2.3	2.3

Following part:
SMILES	MC4R ag barr	ABHD5 PLIN5 PPI	Granule exo inh	ABCB6 inh 2	MC4R antagonist	iPSC survival up	aDG glyco act	Glyco luc inh	m5-HT2A agonist	Cardio protect
O=C(c1ccco1)N1CCN(C(=O)c2ccccc2OCc2ccccc2)CC1	0.3	4.8	-0.3	108.0	13.5	0.0	-0.1	1.3	-2.3	0.8
CSc1cccc(NC(=O)CN(Cc2ccc(Cl)cc2)S(C)(=O)=O)c1	0.5	-5.4	4.2	96.0	3.0	-1.3	0.1	-0.4	-3.2	-2.1
CCN1CCN(c2nc3ccccc3n3cnnc23)CC1	3.0	5.7	-2.6	97.0	17.7	-0.2	0.1	0.6	-3.0	-0.1
Cc1ccc(CN2C(=O)C(Cc3ccccc3)Nc3ncnc(N4CCOCC4)c32)cc1 (stereo not drawn)	nt	-1.3	-0.3	101.0	nt	1.2	0.2	1.3	0.8	6.3
Cc1ccc(C)c(NC(=O)C2CC(Cl)=CCC2C(=O)O)c1 (stereo not drawn)	2.1	6.6	-3.3	89.0	-4.3	-1.5	-0.1	0.9	2.4	2.9
CN(CC(=O)Nc1ccc(Cl)c(C(F)(F)F)c1)C(=O)Cc1cccs1	-3.4	-0.5	4.7	98.0	-0.6	-0.7	0.5	-0.2	-3.3	-9.8
O=C(O)CCC(=O)Nc1nc2ccc([N+](=O)[O-])cc2s1	-1.5	-0.7	-1.9	99.0	2.9	-1.3	0.1	3.6	5.5	-2.5
COc1ccc(C2NC(=S)NC3=C2CCc2ccccc23)cc1OC (stereo not drawn)	-2.0	-20.7	3.9	98.0	1.8	-1.5	0.1	1.6	-3.4	0.9
CCOC(=O)CC1C(=O)NCCN1S(=O)(=O)c1cc(Cl)c(Cl)cc1Cl (stereo not drawn)	-1.8	-1.6	2.4	96.0	-5.0	0.6	0.0	1.4	0.5	-1.0
O=C1c2ccccc2C(Nc2ccc(S(=O)(=O)N3CCOCC3)cc2)N1c1cccnc1 (stereo not drawn)	-0.1	1.8	5.4	108.0	7.4	0.7	10.2*	-1.9	1.8	4.5
COc1cccc(OCc2cc(/C=N/NC(=O)c3ccn[nH]3)ccc2OC)c1	-1.0	-5.9	1.7	94.0	-9.8	-1.4	-0.2	6.7	-5.2	12.6
Cc1ccc(C(=O)C(C)OC(=O)C2CCN(c3ccc(C(F)(F)F)cn3)CC2)cc1 (stereo not drawn)	0.6	-7.6	-2.0	95.0	-0.4	1.4	0.0	-1.5	0.9	-12.1
CC(=O)/C(N=Nc1ccc2c(c1)OCCO2)=C(\C)O	-1.9	-1.8	-0.7	93.0	-3.3	-0.8	-0.1	-13.4	-0.6	0.3
Cc1cc(Sc2nc(N(C)C)nc(N(C)C)n2)nc(Cl)n1	-3.0	-2.2	3.7	99.0	13.8	-0.4	0.2	1.0	-4.2	-6.5
CCc1noc(C)c1C(=O)NNC(=O)c1nn(C)c(=O)c2ccccc12	-1.3	0.0	-1.8	98.0	-2.7	-0.9	1.0	3.2	1.6	23.4
O=C(c1cc(-c2ccc(Cl)cc2Cl)on1)N1CCN(C(=O)c2ccco2)CC1	1.2	11.8	-1.0	95.0	-0.8	-1.8	0.0	-2.7	1.0	-6.9
CCn1c(SCC(=O)Nc2ccc(NC(C)=O)cc2)nnc1C1CC1	2.9	-0.1	-3.1	96.0	20.4	-1.3	0.2	2.1	1.0	-1.0
Cc1ccc(NCc2nnc(SCC(=O)Nc3ncc(C)s3)n2Cc2ccco2)c(C)c1	0.8	-1.8	-2.7	96.0	3.8	2.2	-0.1	3.5	3.0	5.8
C(=Nc1cccc2c(N=Cc3ccco3)cccc12)c1ccco1	-2.5	7.7	102.7*	104.0	-1.1	-0.1	0.3	3.0	-1.6	-7.4
CCNC(=S)NNC(=O)c1ccc(=O)n(Cc2ccccc2)c1	-4.0	1.0	-6.6	91.0	5.6	1.0	-0.2	1.7	-0.7	12.1
CCCOc1ccc(N2CC(C(=O)Nc3ccccc3F)CC2=O)cc1 (stereo not drawn)	0.1	-2.3	2.5	94.0	2.3	3.0	0.0	-0.3	-2.5	2.4
N#C/C(=C/c1ccc(N2CCCCC2)o1)c1cccc(F)c1	5.4	19.8	25.0	162.0	2.0	-1.5	-0.5	-7.1	-2.6	-4.6
COc1ccccc1CNC(=O)Cc1csc(NC(=O)Nc2ccccc2OC)n1	-3.2	-4.1	-2.5	87.0	-0.9	-0.1	-0.2	-2.5	0.1	35.4
